ROC1-CUL1 inh: human ROC1-CUL1 E3 ligase inhibition. P62877+Q13616. in vitro K48 di-Ub FRET, acceptor:donor ratio, 45 min. inhibition, % at 10 µM. 140,000 tested, 0.6% active. AID 1347404; in the data active = inhibition above about 25%
Target sequence (P62877 whole entry, looked up): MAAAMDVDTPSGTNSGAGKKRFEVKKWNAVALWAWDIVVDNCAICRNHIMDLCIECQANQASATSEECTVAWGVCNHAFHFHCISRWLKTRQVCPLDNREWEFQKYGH
Target sequence (Q13616 whole entry, looked up): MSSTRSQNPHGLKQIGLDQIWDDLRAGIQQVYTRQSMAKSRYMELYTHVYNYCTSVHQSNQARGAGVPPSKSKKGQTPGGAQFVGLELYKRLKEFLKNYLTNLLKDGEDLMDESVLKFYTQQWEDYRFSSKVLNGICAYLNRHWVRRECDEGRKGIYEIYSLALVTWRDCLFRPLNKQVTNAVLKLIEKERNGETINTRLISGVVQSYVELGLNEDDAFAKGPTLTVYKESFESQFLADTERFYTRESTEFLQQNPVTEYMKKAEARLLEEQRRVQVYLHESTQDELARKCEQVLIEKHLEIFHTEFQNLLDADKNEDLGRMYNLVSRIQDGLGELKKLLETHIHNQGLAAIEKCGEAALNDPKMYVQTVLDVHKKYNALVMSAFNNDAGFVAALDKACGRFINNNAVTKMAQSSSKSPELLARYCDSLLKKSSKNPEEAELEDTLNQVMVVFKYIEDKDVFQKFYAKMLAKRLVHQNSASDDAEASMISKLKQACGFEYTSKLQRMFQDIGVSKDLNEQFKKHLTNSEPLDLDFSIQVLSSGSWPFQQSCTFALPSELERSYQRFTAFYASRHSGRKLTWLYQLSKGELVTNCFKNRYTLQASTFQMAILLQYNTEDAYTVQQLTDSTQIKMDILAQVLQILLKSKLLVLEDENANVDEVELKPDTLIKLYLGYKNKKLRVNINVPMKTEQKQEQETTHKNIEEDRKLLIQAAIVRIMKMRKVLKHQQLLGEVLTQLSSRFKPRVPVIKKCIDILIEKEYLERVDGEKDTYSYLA
* hit, by the source's call.

SMILES	ROC1-CUL1 inh
CCOc1cc(CNCCO)c(Cl)cc1OCC(=O)NCCc1ccccc1	-4
CCC12CN3CC(C)(CN(C1)C3c1c[nH]c3ccc(OC)cc13)C2=O (stereo unspecified)	-5
COc1ccc(CNC(=O)Cn2c(=O)nc(-c3ccccc3)c3ccccc32)cc1OC	-6
Cc1ccc(Cl)c(OCCCCCCN2CCCC2)c1	4
CC(=O)C1=C(C)NC(=O)NC1c1ccco1 (stereo unspecified)	11
CCN(CC)c1ccc(NC(=O)c2cccc(OC)c2OC)c(C)c1	7
COc1ccc(C2C(C(=O)Nc3cccnc3)C(C)=Nc3nc(-c4ccccc4)nn32)cc1OC (stereo unspecified)	0
COc1ccc(S(=O)(=O)c2c(Nc3c(C)cccc3C)sc(C(=O)c3ccc4c(c3)OCO4)c2N)cc1	-12
Cc1nnc2c3ccccc3nc(N3CCN(c4cccc(Cl)c4)CC3)n12	-10
Clc1ccc2c(c1)CC(N1CCOCC1)c1ccccc1S2 (stereo unspecified)	1
O=C(c1coc(CN2CCN(c3ccccc3F)CC2)n1)N1CCC[C@H]1CO	10
CNS(=O)(=O)c1ccc(NC(=O)Cc2ccc(C)cc2)cc1	-4
CCS(=O)(=O)N1CCCC(C(=O)Nc2ccc(F)cc2F)C1 (stereo unspecified)	7
NS(=O)(=O)c1ccc(CCNCc2cn[nH]c2-c2cccc3ccccc23)cc1	-2
Cc1nn(Cc2ccccc2)c(=O)c2nn(-c3ccc(Cl)cc3)c(C)c12	-9
CC(=O)Oc1ccc(/C=N/N(C(C)=O)c2nc(-c3ccc(F)cc3)cs2)c(OC(C)=O)c1	1
CCOc1ccccc1C(=O)N/N=C/c1ccccc1[N+](=O)[O-]	4
Cc1cc2c(cc1S(=O)(=O)CCC(=O)Nc1ccc(OC(F)(F)F)cc1)OCC(=O)N2	-3
CC1=Nc2ccc(C(=O)Nc3ccccc3)cc2C(=O)C1	-1
O=C(CCC1(Cc2ccco2)CCC(=O)N1)NCc1ccccc1C(F)(F)F (stereo unspecified)	0

A draw from above in order of number of heavy atoms, highest first:
SMILES	ROC1-CUL1 inh
CCN(CC)c1ccc(NC(=O)c2cccc(OC)c2OC)c(C)c1	7
CCS(=O)(=O)N1CCCC(C(=O)Nc2ccc(F)cc2F)C1 (stereo unspecified)	7
Cc1ccc(Cl)c(OCCCCCCN2CCCC2)c1	4

Continuation.
SMILES	ROC1-CUL1 inh
NC(=O)NCc1cn(C2CCN(Cc3cc4ccccc4s3)CC2)nn1	7
COc1ccc(CNC(=O)c2cc3cc(C)ccc3n2C)cc1	-3
CCc1cc2c(cc(C(=O)OC)n2Cc2nc(-c3ccc(C)cc3)oc2C)s1	0
Cc1ccc(Cl)cc1N1CCN(C(=O)CCS(=O)(=O)c2cc(Br)cc3c2N(C(=O)C2CC2)CC3)CC1	6
CCOc1cc(Cl)c(NC(=O)c2ccco2)cc1OCC	6
CN(C(=O)c1ccncc1)C1CCCN(CCc2ccccc2)C1 (stereo unspecified)	0
CC1CC2(c3ccccc3)N(C(=O)C2(Cl)Cl)c2ccccc2N1C(=O)c1ccccc1 (stereo unspecified)	11
COc1ccc(/C(C)=N\Nc2nc(-c3ccccc3)cc(=O)[nH]2)cc1	3
O=C(CN1C(=O)S/C(=C\c2cc(Br)ccc2O)C1=O)N1CCOCC1	8
CC(C)(Oc1ccc(Cl)cc1)c1nn2c(Cc3ccccc3)nnc2s1	5
N#CC1C(=N)Oc2cc(N)ccc2C12C(=O)Nc1ccccc12 (stereo unspecified)	9
CCc1ccc(C2C(C(C)=O)C(=O)C(=O)N2CCc2c[nH]c3ccccc23)cc1 (stereo unspecified)	-1
Clc1ccc2c(c1)CC(N1CCN(Cc3ccccc3)CC1)c1cccc(Cl)c1S2 (stereo unspecified)	0
N#Cc1ccccc1NC(=O)COc1ccc2ccccc2c1Br	-5
Cc1ccc2nc3c(cc(C(=O)NC4CCCCC4)c(=N)n3C(C)C)c(=O)n2c1	-1
Cc1ccc(CNC(=O)c2ccc(OC(C)C)cc2)cc1	13
CCOC(=O)c1c(-c2ccc(F)cc2)csc1NC(=O)CN1CC(C)OC(C)C1 (stereo unspecified)	4
CCOC(=O)C1CCCN(S(=O)(=O)c2ccc3c(c2)CCN3C(=O)CC)C1 (stereo unspecified)	5
Cc1ccc(S(=O)(=O)Nc2nc3n(n2)C(c2ccc(Cl)cc2)CC(c2ccccc2)=N3)cc1 (stereo unspecified)	7
CC(=O)OC[C@@H]1OC(Sc2nnc(N)s2)[C@@H](OC(C)=O)[C@H](OC(C)=O)[C@H]1OC(C)=O (stereo partly specified)	-13
Cc1ccc(C(=O)c2oc3ccccc3c2NC(=O)COc2ccccc2Cl)cc1	-1
CCc1ccc(CN2CCc3nc(N4CCN(c5ccccc5F)CC4)ncc3C2)cc1	-10
Cc1cc(N2CCCN(C(=O)Nc3nnc(C(F)(F)F)s3)CC2)ccn1	6
CCn1c(COc2cccc(C)c2)nnc1SCC(=O)Nc1ccccc1F	0
COCCn1cnc2cc(NC(=O)C3CCCCC3)cc(C(=O)NC3CCCCCC3)c21	0
CCc1ccc(NS(=O)(=O)c2cc(-c3cnc(C4CC4)o3)ccc2C)cc1	-7
CC(C)(C)C1CCc2c(sc(NC(=O)CCC(=O)O)c2C#N)C1 (stereo unspecified)	3
CCc1ccc(N2C(=O)C(=Nc3cccc(C(=O)O)c3)C(Cl)C2=O)cc1 (stereo unspecified)	9
CCCCOC(=O)Cn1nnc2sc(-c3ccccc3)cc2c1=O	8
CCc1ccc(CN(Cc2ccco2)c2cnc(S(C)(=O)=O)nc2C(=O)Nc2c(C)cccc2C)cc1	6
Cc1cnccc1Cn1ccc(-c2cccc(-c3nccs3)c2)n1	5
Cc1ccc(-c2nc3cc(Cl)ccc3o2)cc1NC(=O)COc1ccc(F)cc1	-4
CCc1ccc(-c2cn3c(n2)sc2cc(C(=O)NC4CCCCC4)ccc23)cc1	8
CCc1ccc(NS(=O)(=O)c2ccc3oc(=O)c4ncn(CC)c4c3c2)cc1	-5
COc1cc(C2C(C(=O)/C=C/c3ccccc3)C(=O)C(=O)N2Cc2ccco2)ccc1O (stereo unspecified)	2
O=C(COC(=O)C(CCCCN1C(=O)C2C3CCC(C3)C2C1=O)N1C(=O)C2C3CCC(C3)C2C1=O)c1ccc(Cl)cc1 (stereo unspecified)	-8
Cc1ccc(N2C(=O)NC(=O)C(C=Nc3cc(Cl)ccc3O)C2=O)cc1 (stereo unspecified)	7
O=C(O)c1cn(-c2ccccc2)nc1C(=O)O	-4
CC(=O)c1ccc(NC(=O)COc2ccccc2-c2nc(-c3ccccc3)no2)cc1	3
CCCc1cc(C(=O)N2CCC3(CC2)c2ccccc2[C@@H](NC(=O)C(C)C)[C@@H]3OCCOC)n(C)n1	4
COc1ccc(NC(=O)Cn2c(=O)oc3cc(Cl)ccc32)c(OC)c1	23
Cc1ccc(-c2nsc(NC(=O)c3oc4cc(C)c(Cl)cc4c3C)n2)cc1	3
O=C(Nc1noc2ccccc12)c1cccc(Cl)c1Cl	-7
COc1ccc(-n2c(CSc3nc(C)cc(C)n3)nnc2SCC(=O)N2CCCC2)cc1	-1
CCN(CC)C(=O)c1ccc2c(c1)N(Cc1c(F)cccc1Cl)C(=O)c1ccccc1S2	-2
COC(=O)c1cccc(-c2ccc(/C=C3/C(=O)NN(c4cccc(Cl)c4)C3=O)o2)c1	11
Cn1ncc(N2CCC(CNC3CCN(c4ccccc4)CC3)C2)cc1=O (stereo unspecified)	11
COC(=O)c1c(C(=O)OC)c(C2CCCCC2)n(C)c1-c1ccccc1	-9
c1ccc(CNc2nc3ccccc3c3nc(-c4ccccc4)nn23)cc1	0
Fc1ccc(Oc2nnc(-c3ccccc3)c3ccccc23)cc1Cl	3
CCOc1cc(/C=C2/SC(=O)N(CC)C2=O)c(Cl)cc1OC	-7
Cc1ccc(Cn2cc(S(=O)(=O)c3cccc(C)c3)c(=O)c3cc(F)c(N4CCOCC4)cc32)cc1	-5
COc1ccc(C(=O)c2cn(Cc3ccc(F)cc3)c3ccc(C)cc3c2=O)cc1	0
COc1ccc(S(=O)(=O)NCC(=O)NC2CC2)cc1OC	-6
COc1ccccc1C(=O)NC1(C(F)(F)F)C(=O)N=C2C1C(=O)NC(=O)N2c1ccc(C)cc1 (stereo unspecified)	7
C=CCC(=O)NC1CCCc2nc(N(C)C)ncc21 (stereo unspecified)	5
O=C(Nc1ccc2oc(-c3cccc4c(Br)cccc34)nc2c1)c1cccc(Cl)c1	-11
COc1ccc(CCNC(=O)CN(c2ccc(C)cc2)S(=O)(=O)c2ccc(OC)c(OC)c2)cc1OC	-5
CC(=O)Nc1ccc2nc(SCc3ccccc3)sc2c1	4
O=C(C1CCC1)N1CCOC(CC(c2ccccc2)c2ccccc2)C1 (stereo unspecified)	-5

Two consecutive records out of the list so far, quoted:
SMILES	ROC1-CUL1 inh
O=C(Nc1noc2ccccc12)c1cccc(Cl)c1Cl	-7
COc1ccc(-n2c(CSc3nc(C)cc(C)n3)nnc2SCC(=O)N2CCCC2)cc1	-1

Three compounds from above, sorted by the value under ROC1-CUL1 inh, high to low:
SMILES	ROC1-CUL1 inh
Fc1ccc(Oc2nnc(-c3ccccc3)c3ccccc23)cc1Cl	3
CCN(CC)C(=O)c1ccc2c(c1)N(Cc1c(F)cccc1Cl)C(=O)c1ccccc1S2	-2
CC(=O)OC[C@@H]1OC(Sc2nnc(N)s2)[C@@H](OC(C)=O)[C@H](OC(C)=O)[C@H]1OC(C)=O (stereo partly specified)	-13

Remaining list, next part.
SMILES	ROC1-CUL1 inh
CCc1cccc(NC(=O)CN(C)S(=O)(=O)c2ccc3[nH]c4c(c3c2)CCCC4)c1	-4
CN1C(=O)C(=C/C=C/c2ccco2)C(=O)N(C)C1=S	45*
c1ccc(Cc2nn3c(-c4ccncc4)nnc3s2)cc1	3
O=C1OC2C=CC=CC2=CC1C(=O)N1CCSC1c1ccccc1Cl (stereo unspecified)	-8
O=S(=O)(O)c1ccc(S(=O)(=O)O)nc1	-11
COc1cc(C(CC(=O)Nc2ccc(F)cc2F)N2Cc3ccccc3C2=O)cc(OC)c1OC (stereo unspecified)	-2
COc1cc(Cl)cc(CNC2CCCc3c2cnn3-c2ccccn2)c1OC (stereo unspecified)	7
CC(C)Oc1ccc(S(=O)(=O)N(C(C)C)C(C)C)cn1	-1
CC1=NC(=O)NC(c2ccc(C)cc2)C1C(=O)OCC1CCCCC1 (stereo unspecified)	-3
COc1cc2c(cc1OC)C(COc1ccc3c(C)cc(=O)oc3c1)N(C(=O)Cc1ccccc1)CC2 (stereo unspecified)	-4
O=C(CSc1n[nH]c(-c2ccccc2)n1)c1ccc(-c2ccccc2)cc1	8
COc1ccccc1/C=C1\SC(=O)N(CCC(=O)Nc2ccc(S(N)(=O)=O)cc2)C1=O	2
O=C(NC1CC(=O)N(c2cccc(F)c2)C1)c1ccc(Br)o1 (stereo unspecified)	-17
C=CCOC(=S)Nc1ccccc1	8
CC(=O)c1ccccc1Oc1cc(=O)n(C)c(=O)n1C	-6
Cn1c(=O)c2c(nc(SCC(N)=O)n2Cc2cccc(Cl)c2)n(C)c1=O	9
COc1cc(CN2CCNC(=O)C2CC(=O)N2CCCN(C(C)=O)CC2)cc(OC)c1 (stereo unspecified)	-4
CC(=O)c1cc(Cl)ccc1Sc1ccc(C(C)C)cc1	-3
Cc1ccccc1CCNC(=O)C1CCN(S(=O)(=O)c2ccc3c(ccn3C)c2)CC1	1
C=CCn1c(Cn2nnc3ccccc32)nnc1SCC(=O)c1ccc(-c2ccccc2)cc1	13

With a hit mark in ROC1-CUL1 inh (from the list above):
SMILES	ROC1-CUL1 inh
CN1C(=O)C(=C/C=C/c2ccco2)C(=O)N(C)C1=S	45*

The list goes on.
SMILES	ROC1-CUL1 inh
O=C1c2ccccc2C(=O)N1/N=C1\CCCc2ccccc21	-6
COc1cc(N2CCCC2)ccc1/C=C1\C(=O)NC(=S)N(c2ccc(C)cc2C)C1=O	6
COc1ccccc1NC(=O)N(Cc1ccco1)C1CCN(C(C)=O)CC1	6
CCN(CC1CCCN(CCc2cccc(OC)c2)C1)C(=O)c1ccc(C)nc1 (stereo unspecified)	-3
COc1ccc(N(CC(=O)NC2CC3CCC2C3)S(=O)(=O)c2ccc(C)cc2)cc1Cl (stereo unspecified)	-4
CCOc1cccc(/C=C2\SC(=Nc3ccccc3C)N(c3ccccc3C)C2=O)c1	-3
Fc1ccc(-c2cnnc(N3CCCC3)n2)cc1	6
CCN1CCC(N(Cc2ccc3c(c2)OCO3)C(=O)Nc2ccc(Br)c(C)c2)CC1	6
Cc1ccc(Nc2nc(-c3ccccc3)nc3ccccc23)cc1	7
CCOc1ccccc1CN1CC[C@@H](N2CCC(O)CC2)[C@H](O)C1	0
CC(=O)c1ccc(NS(=O)(=O)c2c(C)cc(C)cc2C)cc1	-6
Cc1c(Cl)cccc1-n1nnc(C(=O)N(C)c2ccccc2)c1C	5
COc1ccc(NC(=O)Cn2cnc3c(oc4ccccc43)c2=O)cc1OC	5
CCOC(=O)c1ccccc1NC(=O)CSc1cn(CC(=O)N2CCCCC2)c2ccccc12	0
COc1ccc(C(=O)N2CCN(c3ccc(C)c(C)c3)CC2)cc1OC	-5
Cc1ccc(OCCCCN2CCN(C)CC2)c(Br)c1	2
CC1CCCN(c2cc3c(cc2F)c(=O)c(S(=O)(=O)c2cccc(Cl)c2)cn3Cc2ccccc2)C1 (stereo unspecified)	0
Cc1ccc(CN(CC(=O)Nc2ccc(Cl)cc2)S(=O)(=O)c2ccccc2)cc1	4
COc1ccccc1N1CCN(c2ncnc3sc(C)c(C)c23)CC1	1
CCC(=O)N1CCc2cc(Br)cc(S(=O)(=O)N3CCCC(C(=O)NCc4ccc(F)cc4)C3)c21 (stereo unspecified)	-3
CC1CCC(C(C)C)c2[nH]nc(-c3cccc4ccccc34)c21 (stereo unspecified)	-6

Screens deposited in PubChem by Icahn School of Medicine at Mount Sinai.

An excerpt (hit frequency here may not be typical).
